All columns: NCI-60 one-dose screen, growth in % after 48 h at 10 µM unless noted; 100 = growth as untreated, 0 = no growth, -100 = all killed.
MALME-3M – MALME-3M melanoma. 78,000 tested, 5.8% active
HS 578T – HS 578T breast cancer; 78,000 tested, 4.1% active; AID 1794788
UACC-257 – UACC-257 melanoma; 78,000 tested, 4.4% active; AID 1794764
SK-MEL-28 – SK-MEL-28 melanoma; 81,000 tested, 4.1% active
SK-MEL-2 – SK-MEL-2 melanoma | AID 1794763 | 77,000 tested, 4.7% active
LOX IMVI – LOX IMVI melanoma; 79,000 tested, 7.4% active; AID 1794757
SK-MEL-5 – SK-MEL-5 melanoma | 80,000 tested, 6.4% active
UACC-62 – UACC-62 melanoma. AID 1794756. 81,000 tested, 5.4% active
* = called active by the depositor; / = no result given; & = joins results of further samples; ! = not active in a repeat; [ ] = remark or other dose. Rule for the calls: active = growth percent below 10; inactive = the rest. No enrichment for hits; 11% or so of the library scored in one or more.

SMILES	MALME-3M	HS 578T	UACC-257	SK-MEL-28	SK-MEL-2	LOX IMVI	SK-MEL-5	UACC-62
CCc1ccc(Oc2c(-c3ccc(OCc4ccc(Cl)cc4)cc3O)nn(C)c2C(F)(F)F)cc1	-28*	7.7*	-18*	20	-31*	-25*	-76*	-2.2*
O=C(O)CSc1ncnc2nc[nH]c12	101	104	91	111	104	91	105	98
CCCCOC(=O)OCc1cc(=O)c(O)co1	102	101	104	107	109	100	104	99
Cc1cc(N(CCNc2ccnc3cc(Cl)ccc23)Cc2ccccn2)nc(N2CCCCC2)n1	104	94	96	86	99	/	73	88
CC12CCC(/C(=N/O)C1=O)C2(C)C (configuration not stated)	109&104	120&112	98&102	117&107	101&91	120&105	101	91&101
COc1ccc(Nc2nc(C)c(C(=O)O)s2)cc1	53	97	80	/	102	85	/	/
CN1CCN(C(=O)[C@@]2(C)CC[C@]3(C)CC[C@]4(C)C(=CC(=O)[C@@H]5[C@@]6(C)CCCNC(C)(C)[C@@H]6CC[C@]54C)[C@@H]3C2)CC1	106	91	106	103	106	98	95	99
Nc1c(C(=O)Nc2ccccn2)sc2nc3c(cc12)C(O)CCC3 (configuration not stated)	61	6.1*	53	47	44	37	20	19
N#Cc1c(NC(=O)c2ccc(C(F)(F)F)c(Cl)c2)sc2c1CCC(=O)C2	-57*	-26*	-23*	-83*	-9.0*	-53*	-99*	-79*
CC(N)C(Cc1ccc(Cl)cc1)c1ccccc1 (configuration not stated)	96	85	79	97	93	90	91	89
O=C(CCN1C(=O)CCC1=O)Nc1ncc(Cc2ccc(F)cc2)s1	107	108	110	113	105	100	100	94
O=C1C(Cl)=C(Nc2cccc(C(F)(F)F)c2)C(=O)N1c1ccc(F)cc1	87	85	98	100	88	81	96	96
COc1cc(CNC(=O)Cc2ccccc2)ccc1OCc1cn(-c2cccc(Cl)c2)nn1	100	94	98	101	109	108	87	85
O=C(O)C1CC2CCC1CC2 (configuration not stated)	133	104	105	106	105	103	/	106
Cc1ccc(N=Nc2sc(=O)[nH]c2S)cc1	97	119	100	113	106	93	95	88
CCOc1ccccc1NC1=C(Cl)C(=O)c2nc(C)ccc2C1=O	-71*	1.0*	-88*	15	-16*	-82*	-98*	-29*
COc1ccc2c(c1)c(-c1cc(N)n3nc(-c4c[nH]c5ccccc45)cc3n1)cn2C	-90*	-18*	-90*	-95*	-65*	-86*	-95*	-92*
O=Cc1cccc(OCc2cn(CC(=O)Nc3nc4ccccc4s3)nn2)c1	97	96	101	101	105	95	98	97
O=C(O)CSC(=S)c1ccccc1	98	94	96	112	117	97	99	95
CCCCOC(=O)C(=O)/C(=C\n1c(=S)[nH]c2cc(C)ccc21)C(=O)C=C(C)C	89	108	102	111	94	99	97	93
OCNc1nc(NCO)nc(-c2ccccn2)n1	100	96	93	114	105	92	92	98
Cc1cc(NS(=O)(=O)c2ccc(Nc3nc(/C=C/c4ccc([N+](=O)[O-])cc4)nc4ccccc34)cc2)no1	99	100	104	114	109	79	/	86
COc1cc(/C=C\C(=O)O)cc(Cl)c1O	109	115	84	123	129	81	/	101
Nc1nc2c(nnn2Cc2ccc(Cl)c(Cl)c2)c(=O)[nH]1	107	/	99	111	90	94	107	74
COc1cc2c(c(OC)c1OC)C(=O)CC(c1cccc(NC(=O)[C@@H](N)C(C)C)c1)O2 (some centres not stated)	98	96	115	101	/	99	99	97
O=C1c2ccc3c4c(ccc(c24)C(=O)N1CCCNCc1ccccc1Cl)C(=O)N(CCCNCc1ccccc1Cl)C3=O	-73*	-23*	-91*	-92*	-61*	-54*	-97*	-59*
Cc1nc2ccccc2c(=O)o1	108	102	111	92	106	104	103	103
CCOC(=O)c1sc2ccc(NCc3cnc[nH]3)cc2c1NC(=O)c1ccccc1	129	99	104	111	106	99	97	97
COc1ccc(/C=C/C(=O)/C=C(/C=C/c2ccc(OC)c(OCc3ccccc3)c2)OB(F)F)cc1OCc1ccccc1	99	97	90	110	95	90	96	90
COc1ccc(/C(C)=N/NC(=O)COc2ccc3c(C)c(Cc4ccccc4)c(=O)oc3c2C)cc1OC	126	94	93	119	103	100	100	98

Rewritten with values under each structure: part of the list above.
Second line of a record – MALME-3M, HS 578T, UACC-257, SK-MEL-28, SK-MEL-2, LOX IMVI, SK-MEL-5, UACC-62
> O=C(O)CSC(=S)c1ccccc1
 : 98, 94, 96, 112, 117, 97, 99, 95
> CCCCOC(=O)C(=O)/C(=C\n1c(=S)[nH]c2cc(C)ccc21)C(=O)C=C(C)C
 : 89, 108, 102, 111, 94, 99, 97, 93
> OCNc1nc(NCO)nc(-c2ccccn2)n1
 : 100, 96, 93, 114, 105, 92, 92, 98
> Cc1cc(NS(=O)(=O)c2ccc(Nc3nc(/C=C/c4ccc([N+](=O)[O-])cc4)nc4ccccc34)cc2)no1
 : 99, 100, 104, 114, 109, 79, /, 86
> COc1cc(/C=C\C(=O)O)cc(Cl)c1O
 : 109, 115, 84, 123, 129, 81, /, 101
> Nc1nc2c(nnn2Cc2ccc(Cl)c(Cl)c2)c(=O)[nH]1
 : 107, /, 99, 111, 90, 94, 107, 74
> COc1cc2c(c(OC)c1OC)C(=O)CC(c1cccc(NC(=O)[C@@H](N)C(C)C)c1)O2 (some centres not stated)
 : 98, 96, 115, 101, /, 99, 99, 97
> O=C1c2ccc3c4c(ccc(c24)C(=O)N1CCCNCc1ccccc1Cl)C(=O)N(CCCNCc1ccccc1Cl)C3=O
 : -73*, -23*, -91*, -92*, -61*, -54*, -97*, -59*
> Cc1nc2ccccc2c(=O)o1
 : 108, 102, 111, 92, 106, 104, 103, 103
> CCOC(=O)c1sc2ccc(NCc3cnc[nH]3)cc2c1NC(=O)c1ccccc1
 : 129, 99, 104, 111, 106, 99, 97, 97
> COc1ccc(/C=C/C(=O)/C=C(/C=C/c2ccc(OC)c(OCc3ccccc3)c2)OB(F)F)cc1OCc1ccccc1
 : 99, 97, 90, 110, 95, 90, 96, 90
> COc1ccc(/C(C)=N/NC(=O)COc2ccc3c(C)c(Cc4ccccc4)c(=O)oc3c2C)cc1OC
 : 126, 94, 93, 119, 103, 100, 100, 98

The list continues.
SMILES	MALME-3M	HS 578T	UACC-257	SK-MEL-28	SK-MEL-2	LOX IMVI	SK-MEL-5	UACC-62
Nc1c(I)cc(C(=O)O)cc1I	91	/	97	107	113	94	/	98
COc1cc2c(=O)ccn(-c3ccc(N)cc3)c2cc1OC	118	99	112	109	110	96	109	103
O=C1c2ccccc2C(=O)c2c1ccc1c(=O)[nH]nnc21	84	88	83	95	105	67	80	80
Cc1ccc(C)c2c1[nH]c1ccccc12	/	115	103	113	114	98	102	81
Nc1nc(Cl)cc(=O)[nH]1	/	108	108	120	116	106	110	107
C=CC(=O)NCCOc1cccc(Nc2cc(NCCCNC(=O)C3CCC3)c(Br)cn2)c1	-19*	-18*	-12*	-12*	-44*	-25*	-41*	-35*
COc1cc2nc(N3CCN(C)CC3)nc(Nc3cc(C)[nH]n3)c2cc1OC	110	96	98	100	112	98	106	107
CCOC(=O)c1c(C)oc2ncnc(N3CCN(C(=O)COc4ccc(SC)cc4)CC3)c12	105	82	95	110	95	91	/	87
C[N+](C)(Cc1ccccc1)Cc1ccccc1	104	124	97	116	108	102	103	104
COc1cc(NCC(=O)Nc2cc(Nc3cccc(F)c3)ncn2)c(Cl)c(OC)c1Cl	109	108	94	101	87	90	105	98
COc1cc2ccc(CC#N)cc2cc1OC	103	98	100	101	107	104	102	109
CCOC(=O)c1c(C)nn(CC(O)c2ccccc2)c1NC(=O)Nc1ccc(F)cc1 (configuration not stated)	103	80	85	99	94	92	92	75
Cc1ccc(C)c(OCCCC(C)(C)C(=O)O)c1	95	125	113	124	122	106	106	102
O=C(/C=C/c1cc(=O)c2ccccc2o1)CC(=O)/C=C/c1cc(=O)c2ccccc2o1	92	105	89	106	/	/	/	106
NC(N)=NC(N)=Nc1ccc(Cc2ccc(N=C(N)N=C(N)N)cc2)cc1	111	103	61	102	115	91	97	102
Cc1csc(NC(c2ccccc2)c2c(C)nc3ccccn23)n1 (configuration not stated)	97	95	95	110	107	96	100	94
CC(C)(O)/C=C/C(C)(C)O	96	109	99	118	95	108	100	105
Cc1ccc(N/N=C/c2cn(-c3ccc(C(=O)O)cc3)nc2-c2cc3ccccc3oc2=O)cc1	83	103	114	109	100	94	93	88
O/N=C\c1c(O)ccc2ccccc12	101	86	71	118	86	70	98	90
CCCCCCCCCCCCCCCCCCOP(=O)([O-])OC1CC[N+](C)(C)CC1	16&70	12	19&45	57	-15*	-3.7*!	20&39	37&25
CC(C)(Oc1ccccc1)C(=O)O	95	106	122	106	92	101	101	97
Cc1ccc2c(c1)/C(=N/c1nc(-c3ccc(Br)cc3)cs1)C(=O)N2	91	103	69	97	98	98	94	88
S=c1[nH]nc(-c2cccc(Cl)c2Cl)n1-c1ccc(Cl)cc1	105	109	107	109	118	86	106	98
COc1ccc(/C=C2\N=C3Sc4cc(Cl)ccc4C(=O)N3C2=O)cc1	101	102	/	103	/	99	100	98
COc1ccc2oc(=O)cc(C3C(C#N)=C(N)Oc4cc5ccccc5cc43)c2c1 (configuration not stated)	112	109	94	107	95	98	98	98
COc1ccc(OC)c(-c2nc3sc(-c4cn(C)c5ccccc45)nn3c2C=O)c1	94	94	96	/	105	103	98	87
CC[C@]12C=CCN3CC[C@@]4(c5ccc(OC)cc5N(C)[C@H]4[C@@](O)(C(=O)OC)[C@@H]1OC(=O)CCC(=O)N[C@H](Cc1c[nH]c4ccccc14)C(=O)OC)[C@@H]32	-69*[100 µM]	-44*[100 µM]	-29*[100 µM]	-50*[100 µM]	-49*[100 µM]	-54*[100 µM]	-53*[100 µM]	-61*[100 µM]
Oc1cccc(-c2nc(-c3nnc(Nc4ccc(Br)cc4)o3)cc3c2[nH]c2ccccc23)c1	121	94	89	100	33	71	96	95
O=C1[C@@H]2Cc3c([nH]c4ccccc34)[C@H](c3c(Cl)cccc3Cl)N2C(=O)CN1C1CCN(Cc2c(F)cccc2F)CC1	65	45	99	75	110	-47*	53	77
NS(=O)(=O)c1ccc(N2N=C(c3ccc(F)cc3)CCC2=O)cc1	/	107	101	101	111	/	/	100
C=CCOC(=O)c1cccc(C(=O)OCC=C)c1	114	115	113	108	/	108	116	103
COc1ccc(/C=C\C(=O)c2ccc(Cl)cc2)cc1OC	97	104	99	115	109	91	96	85
COc1cc2ncnc(Sc3nnc(NC(=O)c4ccccc4F)s3)c2cc1OC	65	80	/	83	91	85	94	67
CCn1c(O)c(C=Nc2ccccc2)s/c1=N/Nc1nc(-c2ccccc2)cs1	98	107	119	103	108	89	97	88
COc1cc(C2CC(c3cc(OC)c(OC)c(OC)c3)=NN2c2ccccc2)ccc1OCc1ccc(C)cc1 (configuration not stated)	95	94	101	103	88	/	92	79
NC(=S)N/N=C\c1c[nH]c2nccnc12	106	101	107	109	101	97	109	98
CC(c1ccccn1)C(C)(O)C(C)c1ccccn1 (configuration not stated)	121	104	100	111	105	96	105	96
O=C1CCCCC1c1ccccc1 (configuration not stated)	113	109	81	108	108	95	93	/
CC(=O)c1sc(/N=C2\NC(=O)/C(=C/c3cccnc3)S2)nc1C	101	109	112	110	100	99	109	100
O=C(CC(=O)C(F)(F)F)c1cc2ccccc2s1	110	91	85	89	94	67	63	86
COC(=O)/C=C1/S/C(=N/NC(=O)COc2cc(=O)n(C)c3ccccc23)N(c2ccccc2)C1=O	97	101	105	99	101	/	102	95
CCOC(=O)CC(=O)c1ccccc1	102&113	111&78	107&98	109&94	109&115	102&106	99&108	109&101
COc1cc2oc(-c3ccc(NC(=O)c4ccc(Cl)cc4)cc3)cc(=O)c2c(OC)c1OC	85	87	93	102	97	99	93	92
CCN(CC)CCO/N=C1\CC(c2ccc(OC)c(OC)c2)Oc2ccccc21 (configuration not stated)	107	90	101	107	104	90	93	107
COc1cccc(/C=C/C(=O)c2cccc(Nc3nc(Nc4ccccc4)nc(Nc4ccccc4)n3)c2)c1	107	81	114	112	58	74	78	92
O=Cc1ccc(Cl)c2ccccc12	96	98	/	107	114	98	114	96
Clc1ccc(CSc2cnnc3ccccc23)cc1Cl	84	106	93	96	87	71	85	54
O=C(O)CC1CC(c2ccc(-c3noc(=O)[nH]3)cc2)=NO1 (configuration not stated)	94	93	103	113	97	95	103	101
CCC(C)NC(=O)c1ccc(C(C)C)cc1 (configuration not stated)	103	113	64	109	99	110	92	/
O=[N+]([O-])c1ccc(Oc2ccccc2)cc1	124&106	100&100	92&108	108&108	117&112	99&95	108&109	106&107
OC(CN1CCCC1)c1ccccc1 (configuration not stated)	111	107	97	114	/	99	108	98
COc1nc(OC)nc(-c2cc(-c3ccc(Br)cc3)no2)n1	113	101	107	127	117	105	100	103
COc1ccc(/C=C/c2cc(/C=C/c3ccc(OC)c(OC)c3OC)on2)c(OC)c1OC	102	99	88	102	73	96	95	78
Cc1cc2nc(-c3ccccc3)c(-c3ccccc3)nc2cc1C	113	118	117	105	107	100	92	85
Cc1nc(-c2cc3ccccc3oc2=O)ccc1C(=O)/C=C/c1ccccc1	103	90	107	109	109	81	100	91
CCS(=O)CC	108	106	116	116	117	101	109	116
CCCCNC(=S)NNC(=O)c1ccc(OCc2nc3ccc(Cl)cc3[nH]2)cc1	90	86	90	106	88	93	58	76
C/C=C(/C(=O)NC(N)=O)C(C)C	106	107	104	117	109	100	115	110
CC1=CC(=NC(=O)CBr)C=C/C1=N\S(=O)(=O)c1ccccc1	22	89	/	73	/	9.2*	57	67
CSc1nc2sc3cc(Cl)c(Cl)cc3n2c(=N)c1C#N	101	92	100	108	102	94	86	82
O=C(O)CCCCCN1C(=O)/C(=C/c2ccc(O)c(O)c2)SC1=S	97	100	108	102	140	108	99	97

Compound activity from PubChem BioAssay.
